GLD-1 TGE inh: GLD-1-TGE RNA interaction inhibition (C. elegans); Q17339; purified GLD-1 + fluorescein TGE RNA, fluorescence polarization; inhibition, % at 5.96 µM; 320,000 compounds, 0.44% hits;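 active means percent inhibition above a per-plate cutoff, the plate mean of test compounds plus 3 SD, cut at about 30% in these data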;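 further: 0% = DMSO wells with GLD-1 and probe and 100% = wells lacking GLD-1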
Target sequence (Q17339 whole entry, looked up): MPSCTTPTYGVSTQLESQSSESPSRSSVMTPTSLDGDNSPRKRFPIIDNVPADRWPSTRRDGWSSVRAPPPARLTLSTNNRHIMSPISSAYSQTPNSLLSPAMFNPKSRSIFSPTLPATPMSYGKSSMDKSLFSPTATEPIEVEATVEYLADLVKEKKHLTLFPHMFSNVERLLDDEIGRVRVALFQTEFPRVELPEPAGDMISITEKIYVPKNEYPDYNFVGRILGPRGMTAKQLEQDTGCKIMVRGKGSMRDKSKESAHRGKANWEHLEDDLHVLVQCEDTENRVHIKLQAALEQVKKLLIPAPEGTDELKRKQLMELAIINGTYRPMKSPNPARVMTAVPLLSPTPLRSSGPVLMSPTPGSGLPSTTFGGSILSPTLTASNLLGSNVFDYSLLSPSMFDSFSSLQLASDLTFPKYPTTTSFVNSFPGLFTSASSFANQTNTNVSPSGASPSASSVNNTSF
PME-1 inh: blocks human protein phosphatase methylesterase 1. AID 2130. 320,000 compounds, 0.53% hits. recombinant PME-1, FP-Rh probe fluorescence polarization. inhibition, % at 5.9 µM;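 active means inhibition above the campaign mean of all compounds plus 3 SD, cut at about 26% in these data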;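 further: competitive labeling of PME-1 active site by serine hydrolase directed probe; 0% = PME-1 with DMSO and 100% = wells lacking PME-1 enzyme; inhibitors block probe labeling so polarization falls and inhibition rises; many of its hits are not listed in these tables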
BCLXL inh: inhibitors of human Bcl-xL; Q07817; GST-Bcl-xL / FITC-Bim BH3 peptide fluorescence polarization; inhibition, % at 10.9 µM; 320,000 compounds, 0.7% hits; AID 2129;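 active means inhibition above the mean of all tested compounds plus 3 SD, cutoff set per campaign, cut at about 30% in these data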;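 further: 0% = DMSO wells and 100% = unlabeled Bim-BH3 peptide competitor; inhibitors lower millipolarization by displacing the labeled peptide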
Target sequence (Q07817 whole entry, looked up): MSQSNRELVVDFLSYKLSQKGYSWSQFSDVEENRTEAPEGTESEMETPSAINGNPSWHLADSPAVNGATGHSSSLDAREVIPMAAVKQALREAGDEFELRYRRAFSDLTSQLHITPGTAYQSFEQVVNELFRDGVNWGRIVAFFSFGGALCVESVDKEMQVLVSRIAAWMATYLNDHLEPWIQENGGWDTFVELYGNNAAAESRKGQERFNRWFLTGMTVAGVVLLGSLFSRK
GRK2 aptamer HTS: blocks RNA aptamer binding to human GRK2; AID 488847; bead flow cytometry, FAM-aptamer displacement from GRK2; inhibition of aptamer binding, % at 10 µM; 330,000 compounds, 0.59% hits; P25098;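 active means inhibition of aptamer binding above 40%, roughly 3 SD of noise, on plates passing a quality check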;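 further: median bead fluorescence of bound FAM aptamer so fluorescent compounds give negative values; no value below 0 was filed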
VLA-4 inh: inhibition in a human VLA-4 binding assay; P13612; VLA-4 expressing cells, ligand binding flow cytometry; inhibition, % (about 7 µM as worked out from the volumes in the protocol); 330,000 compounds, 0.2% hits; AID 2557; in the data active means inhibition above about 50%
MCL1-BIM inh: disrupts human MCL1 binding to BIM-BH3 peptide; Q07820; GST-MCL1 / FITC-Bim-BH3 fluorescence polarization; inhibition, % at 10.9 µM; 320,000 compounds, 0.68% hits; AID 2057;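 active means inhibition above the mean inhibition of all tested compounds plus 3 SD, set per campaign, cut at about 40% in these data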;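 further: 0% = DMSO wells and 100% = unlabeled Bim-BH3 peptide control; higher means more loss of mP so more displacement of Bim peptide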
Target sequence (Q07820 whole entry, looked up): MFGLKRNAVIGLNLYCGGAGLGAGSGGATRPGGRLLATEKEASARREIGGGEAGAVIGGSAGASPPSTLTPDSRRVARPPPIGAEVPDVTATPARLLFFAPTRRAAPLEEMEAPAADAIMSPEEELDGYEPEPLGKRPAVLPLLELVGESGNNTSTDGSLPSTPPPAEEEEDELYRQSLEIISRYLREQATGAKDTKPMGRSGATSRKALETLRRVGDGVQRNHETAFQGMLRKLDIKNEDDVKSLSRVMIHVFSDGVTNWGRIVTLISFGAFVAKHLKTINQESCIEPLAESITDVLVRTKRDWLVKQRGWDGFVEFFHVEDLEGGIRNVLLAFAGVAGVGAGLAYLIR
Fam108B inh: blocks mouse Fam108B hydrolase in RBBP9 counter-screen; recombinant Fam108B, FP-Rh probe fluorescence polarization; inhibition, % at 9.51 µM; 300,000 compounds, 0.33% hits; AID 1947;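 active means inhibition above the screen mean inhibition plus 3 SD, computed separately per campaign, cut at about 18% in these data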;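 further: inhibitors lower polarization as less probe binds the enzyme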
Efflux pump mplx: inhibitors of Candida antifungal efflux pumps expressed in yeast; S. cerevisiae Candida pump triplex, Nile Red efflux; inhibition, % at 10 µM; 330,000 compounds, 0.44% hits; AID 485275;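 active means plate passing quality check with inhibition over a set limit, or well fluorescence over plate mean plus 4 SD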;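 further: Nile Red retained in pooled yeast measured as flow cytometry median fluorescence; 0% = buffer negative control and 100% = Enniatin B positive control; higher means more Nile Red kept so more efflux inhibition; some compounds called inactive have numbers as strong as hits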
MEX-5 binding: C. elegans MEX-5 TCR-2 RNA binding activity; 300,000 compounds, 0.38% hits; MEX-5/FITC-TCR2 RNA binding, fluorescence polarization; stronger effect = lower value; activity score (negative = inhibition of binding), % at 10 µM; Q9XUB2;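 active means inhibition past about -25% in most replicates, and total fluorescence under double the plate's negative control median, limit read from the data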;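 further: 0% = DMSO and -100% = 5 µM competing unlabeled TCR2 RNA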
* marks the source's active call; other numbers are inactive results; nt = not tested or not shown.

SMILES	GLD-1 TGE inh	PME-1 inh	BCLXL inh	GRK2 aptamer HTS	VLA-4 inh	MCL1-BIM inh	Fam108B inh	Efflux pump mplx	MEX-5 binding
Clc1ccc(N2CCOCC2)nn1	-1	-6	-1	1	-17	1	-2	-0.1	0.5
Cc1cc(C)c2cc(CN(CCN(C)C)C(=O)Nc3ccccc3Cl)c(=O)[nH]c2c1	-3	-11	-4	2	27	-8	-8	-0.1	1.6
Cc1cccn2c(=O)c3cc(C(=O)NCCc4ccccc4)c(=N)n(CC4CCCO4)c3nc12 (stereo not given)	-4	-3	5	4	-15	-2	-4	-0.3	-12
O=[N+]([O-])c1cccc(-c2nnc(CNC3CC3)o2)c1	-3	0	4	3	8	2	-1	0.0	1.4
CC(C)(C)N(Cc1cc2ccccc2[nH]c1=O)C(=O)c1cccc([N+](=O)[O-])c1	4	7	7	1	15	4	0	0.1	-4.0
COCCn1c(-c2ccc(C)cc2)nc2oc3cc(OC)ccc3c(=O)c2c1=O	-7	-3	-1	1	14	5	2	-0.1	-0.5
Cc1cccc(Cn2cnc3c(nnn3Cc3ccc(Cl)cc3)c2=O)c1	2	9	1	0	3	-2	-1	-0.3	-0.9
O=C(NCCO)Nc1ccc2nsnc2c1	-6	5	6	0	4	2	0	-0.1	0.5
CCOC(=O)c1sc2ccccc2c1OC(=O)c1ccccc1OC	2	1	4	2	6	3	1	-0.1	0.4
CSCCC1NC(=O)N(CC(=O)Nc2c(C(C)C)cccc2C(C)C)C1=O (stereo not given)	-8	3	-7	4	-2	-4	0	0.1	0.5
CCOC(=O)CCP(=O)(O)C(O)c1ccc(OC)cc1 (stereo not given)	3	-1	1	0	1	-2	4	0.3	1.7
CNC(=O)c1c(NC(=O)C2=COCCO2)sc2c1CCCC2	-1	0	2	0	23	1	-1	0.0	-1.3
COc1ccc(C(=O)OCC(=O)NCC2CCCO2)cc1S(=O)(=O)N1CCCc2ccccc21 (stereo not given)	1	0	6	0	6	-3	2	-0.1	1.1
Nc1ccc(N=Nc2ccccc2Cl)c(N)n1	2	14	11	1	5	6	6	0.1	-3.3
N#CCCCN1C(=O)C(=C(C#N)C#N)c2ccccc21	6	3	6	0	-1	7	3	-0.4	0.2
Cc1noc(C)c1COC(=O)CCc1ccc(S(=O)(=O)N2CCCCC2)cc1	-4	-8	0	0	-18	-8	-3	0.1	-1.4
Cc1ccccc1N1CC(C(=O)Nc2ccncc2)CC1=O (stereo not given)	-1	1	-1	1	6	1	3	0.0	-3.2
CC(C)(C)NC(=O)C(=O)NN=C1CCCCCCCCCCC1	2	4	-1	1	0	6	1	-0.1	2.6
Cc1cc(=O)[nH]c(NN=C(CC(C)C)CC(C)C)n1	6	-1	4	1	18	6	3	0.0	2.2
COc1ccc(/C=C(\NC(=O)c2ccccc2)C(=O)N/N=C/c2sccc2C)cc1	5	-1	4	3	0	7	-7	0.4	-0.1
COC(=O)N(C)c1ccccc1C(=O)N1CCOCC1	9	-2	5	0	-6	3	2	-0.2	2.0
O=C(c1cc(S(=O)(=O)N2CCOCC2)ccc1F)N1CCc2ccccc21	6	nt	nt	3	9	nt	nt	0.1	nt
COc1ccc(CC(=O)O/N=C(\N)c2ccc(OC)cc2)cc1	2	-6	3	0	-4	0	0	-0.1	-2.1
Cc1ccc(NC(=O)Cn2c(=O)cnc3ccccc32)cc1S(=O)(=O)N1CCOCC1	-4	1	-11	1	1	-25	nt	0.1	nt
COc1cc(CC(=O)Nc2sc3c(c2C(N)=O)CCCC3)cc(OC)c1OC	3	-1	0	0	1	-6	0	-0.1	1.7
C=CCn1c(SCC(=O)NC(=O)c2cccc([N+](=O)[O-])c2)nnc1-c1ccccc1F	0	4	0	2	18	2	-2	-0.1	1.2
CN(Cc1cccs1)CC(O)COCc1ccco1 (stereo not given)	5	-1	6	2	10	7	3	-0.1	1.2
CC(C)(CO)NS(=O)(=O)c1ccc2c(c1)C(=O)c1cc(S(=O)(=O)NC(C)(C)CO)ccc1-2	-2	3	1	1	-2	1	7	0.1	1.1
O=C(CCN1CCCCCC1)Nc1ccc2c(c1)OCCO2	-2	6	2	0	5	-7	1	0.6*	-1.0
CC(=O)OC1=C(C#N)Cn2ccc3cccc1c32	-2	1	7	0	16	15	1	0.1	-8.2
C=COC(=O)CSc1nc(-c2cccs2)ccc1C#N	-19	0	-4	5	-5	-14	0	-0.2	nt
CCOC(=O)N1CCN(C(=O)c2ccc(N(C)S(C)(=O)=O)cc2)CC1	3	-4	3	0	3	-2	0	0.1	0.6
Cc1cnc(NC(=O)C2CCC(C(C)(C)C)CC2)s1 (stereo not given)	3	-9	3	5	-3	10	-6	0.1	0.8
COc1ccccc1NC(=O)C1C2C=CC(C2)C1C(=O)NCc1cccnc1 (stereo not given)	7	-1	3	0	18	0	1	-0.1	-0.4
c1ccc2sc(Cc3nnc4n3CCCCC4)nc2c1	9	-10	3	2	4	7	1	0.1	-0.3
COC(=O)c1cc(NC(=S)Nc2cc(Cl)cc(Cl)c2)cc(C(=O)OC)c1	-1	-3	-1	8	5	2	-38	-0.1	3.0
Cc1[nH]c(-c2ccc(F)cc2)cc1C(=O)N1CCN(c2ccccc2F)CC1	nt	nt	nt	0	-4	nt	nt	0.3	0.3
CCc1nnc2n1N=C(c1ccc(-c3cc(Cl)ccc3Cl)o1)CS2	3	-3	1	0	-10	2	-6	0.1	-2.1
CCOC(=O)c1ccc(N2C=C(C(=O)OC)C(c3ccc(OC)c(O)c3)C(C(=O)OC)=C2)cc1	-1	8	3	4	-7	7	0	0.4	-4.8
CCC(=O)N1c2ccccc2-c2nnc(SC)nc2OC1c1ccc(OC)c(OC)c1 (stereo not given)	3	12	-2	0	13	-4	0	0.1	0.6
O=C(O)Cc1sc(NCCc2ccccc2)nc1-c1ccc(F)cc1	-22	-8	-24	0	0	-41	3	0.1	-2.2
Nc1nc(NCCO)nc(NC2CCCCC2)c1[N+](=O)[O-]	-1	0	0	0	3	-4	1	0.6	2.7
O=S(=O)(NCC(c1ccco1)N1CCCCC1)c1ccccc1C(F)(F)F (stereo not given)	-5	-6	-4	15	0	-8	nt	0.5	nt
Oc1ccc(N=Nc2n[nH]c(-c3ccc(Cl)cc3)n2)cc1	-5	-45	5	0	-17	1	4	0.0	-3.8
CCOC(=O)c1cn2nc(Oc3ccc(C)cc3)ccc2n1	5	-2	2	2	-12	3	1	0.0	1.4
Cc1ccc(-n2nc3ccc(NC(=O)C(C)C)cc3n2)cc1	-1	8	12	1	3	16	3	-0.2	0.8
O=C(Cn1cc(C(F)(F)F)cc(Cl)c1=O)NCC1COc2ccccc2O1 (stereo not given)	-3	-3	7	3	22	2	nt	0.0	nt
O=C(O)c1ccc(/C=N/Nc2nnnn2-c2ccccc2)cc1	0	3	4	0	14	4	-1	0.2	1.4
CCc1ccc(NC(=O)CN(C)S(=O)(=O)c2ccc3[nH]c(=O)oc3c2)cc1	0	-2	7	2	2	7	2	-0.2	-1.6
O=C(Nc1ccc(S(=O)(=O)N2CCCCC2)cc1)C1CCCN(C(=O)c2ccc(Cl)cc2)C1 (stereo not given)	1	1	0	2	2	-13	-4	-0.1	1.1

By substructure, the compounds so far with a nitro group on carbon (four)
SMILES	GLD-1 TGE inh	PME-1 inh	BCLXL inh	GRK2 aptamer HTS	VLA-4 inh	MCL1-BIM inh	Fam108B inh	Efflux pump mplx	MEX-5 binding
O=[N+]([O-])c1cccc(-c2nnc(CNC3CC3)o2)c1	-3	0	4	3	8	2	-1	0.0	1.4
CC(C)(C)N(Cc1cc2ccccc2[nH]c1=O)C(=O)c1cccc([N+](=O)[O-])c1	4	7	7	1	15	4	0	0.1	-4.0
C=CCn1c(SCC(=O)NC(=O)c2cccc([N+](=O)[O-])c2)nnc1-c1ccccc1F	0	4	0	2	18	2	-2	-0.1	1.2
Nc1nc(NCCO)nc(NC2CCCCC2)c1[N+](=O)[O-]	-1	0	0	0	3	-4	1	0.6	2.7

Following part
SMILES	GLD-1 TGE inh	PME-1 inh	BCLXL inh	GRK2 aptamer HTS	VLA-4 inh	MCL1-BIM inh	Fam108B inh	Efflux pump mplx	MEX-5 binding
Cn1c(CN2CCCC2)nc2cc(NC(=O)C3CCCCC3)ccc21	2	1	1	0	-2	1	6	0.0	-2.3
O=C(CN1CCCCCCC1)N/N=C/c1ccc(F)cc1F	0	-14	-1	0	7	2	6	0.7	0.1
C=CCn1c(C)cc(C(=O)Cn2c(C(C)O)nc3ccccc32)c1C (stereo not given)	-4	3	-7	0	13	-5	0	0.2	0.7
CCN(C(=O)CCS(=O)(=O)c1cccc2nsnc12)c1cccc(C)c1	4	0	-1	0	6	-6	1	-0.1	-0.6
NC(N)=N/N=C/c1ccc2cccc(OCc3ccccc3)c2n1	-5	2	-11	0	6	-5	2	0.0	0.2
c1ccc(-n2c3ccccc3c3ccccc32)cc1	-12	0	0	3	0	5	1	0.1	-1.1
CCC(C)(C(=O)Nc1c(C)cccc1C)N(C)C(=O)c1ccc2ccccc2n1 (stereo not given)	-1	-1	1	0	-4	2	1	0.6	-1.6
CCCCNc1nc2ccccc2[nH]1	-2	-2	4	12	20	5	-4	0.1	-0.5
CN(CC(=O)Nc1ccccc1C(=O)NC1CC1)Cc1cccs1	-2	1	-3	2	14	-3	nt	0.0	nt
COCCN1C(=O)N[C@@H](c2ccc(Br)cc2)C(C(=O)OC)=C1C	0	-5	6	3	-11	8	4	-0.1	0.5
O=C(COc1ccc(F)cc1)Nc1cc(S(=O)(=O)N2CCCCC2)ccc1N1CCCCC1	-4	-7	-3	2	-5	-16	-5	0.3	6.2
CN(C)CCCNC(=O)c1ccc(Cl)c(S(=O)(=O)N(C)c2ccccc2)c1	2	-4	4	6	-12	9	3	-0.1	-0.9
CCc1nn2cc(C(=O)c3cc(Cl)ccc3O)cnc2c1-c1ccc(F)cc1	-8	-3	3	0	0	3	-9	-0.6	-1.2
COc1ccccc1N(CC(=O)N/N=C/c1c(O)ccc2ccccc12)S(C)(=O)=O	-1	6	6	3	10	9	8	-0.5	-3.1
Cc1cccc(NC(=O)C2CC(=O)n3ncnc3N2)c1 (stereo not given)	4	5	2	2	-1	-9	-3	-0.1	1.4
O=C(NCCCN1CCCC1=O)C(=O)Nc1cccc(F)c1	3	-9	5	0	40	1	2	-0.1	2.0
CCCNS(=O)(=O)c1ccc(OCC(=O)NCc2ccc3c(c2)OCO3)cc1	-2	-5	1	4	16	7	2	0.1	0.5
COc1ccc(C(=O)N/C(=C\c2ccco2)C(=O)NCc2ccco2)cc1	6	-1	5	1	0	7	0	-0.3	0.1
Cc1ccc(S(=O)(=O)N(C)c2nc3ccccc3n3c(C(C)C)nnc23)cc1	-49	-16	-15	4	-61	-51	-12	0.1	nt
CCOc1ccc(C(=O)NCc2ccccn2)cc1	8	0	6	0	14	10	1	0.0	-0.6
O=[N+]([O-])c1ccc(-c2csc(N3CCCCCC3)n2)cc1	-5	-8	-23	11	3	-60	-5	0.0	-1.3
COC(=O)CNC(=O)C(C)(C)Oc1ccc(Cl)cc1	-1	0	5	1	5	3	7	0.0	-1.4
COc1ccc(C2N(C(=O)N3CCOCC3)CCN2S(=O)(=O)c2ccc(C)cc2)cc1 (stereo not given)	0	-8	1	1	12	-1	-1	0.1	-1.2
Cn1nc(C(=O)NCC(=O)Nc2ccc(F)c(F)c2F)c2ccccc2c1=O	1	-2	-3	0	-12	-12	nt	0.0	nt

Assay outcomes (PubChem BioAssay)

Some of the compounds tested; the hit share may differ from the screen's.
